Screens (PubChem)
Hsp70 act: transcriptional activators of Hsp70. actives 0.04% (n = 200,000). HeLa Hsp70 promoter luciferase reporter, luminescence; scaled: vehicle 0, proteasome-inhibitor control 100%. AID 1203. activation, % at 10 µM;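 active means activation above the mean across all tested compounds plus 3 SD, cutoff set per campaign, cut at about 5.5% in these data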;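 further: 100% = MG132 at 30 µM as the positive control and 0% = DMSO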
TLR4-MyD88 BLA: inhibitors of human TLR4-MyD88 binding; inhibition, % at 8.4 µM; HeLa CL3-4 TLR4/MyD88 BLA complementation, FRET ratio; actives 0.18% (n = 200,000); in the data active means inhibition above about 25%;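 further: 0% = vehicle and 100% = reference inhibitor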
Target sequence (O00206 whole entry, looked up): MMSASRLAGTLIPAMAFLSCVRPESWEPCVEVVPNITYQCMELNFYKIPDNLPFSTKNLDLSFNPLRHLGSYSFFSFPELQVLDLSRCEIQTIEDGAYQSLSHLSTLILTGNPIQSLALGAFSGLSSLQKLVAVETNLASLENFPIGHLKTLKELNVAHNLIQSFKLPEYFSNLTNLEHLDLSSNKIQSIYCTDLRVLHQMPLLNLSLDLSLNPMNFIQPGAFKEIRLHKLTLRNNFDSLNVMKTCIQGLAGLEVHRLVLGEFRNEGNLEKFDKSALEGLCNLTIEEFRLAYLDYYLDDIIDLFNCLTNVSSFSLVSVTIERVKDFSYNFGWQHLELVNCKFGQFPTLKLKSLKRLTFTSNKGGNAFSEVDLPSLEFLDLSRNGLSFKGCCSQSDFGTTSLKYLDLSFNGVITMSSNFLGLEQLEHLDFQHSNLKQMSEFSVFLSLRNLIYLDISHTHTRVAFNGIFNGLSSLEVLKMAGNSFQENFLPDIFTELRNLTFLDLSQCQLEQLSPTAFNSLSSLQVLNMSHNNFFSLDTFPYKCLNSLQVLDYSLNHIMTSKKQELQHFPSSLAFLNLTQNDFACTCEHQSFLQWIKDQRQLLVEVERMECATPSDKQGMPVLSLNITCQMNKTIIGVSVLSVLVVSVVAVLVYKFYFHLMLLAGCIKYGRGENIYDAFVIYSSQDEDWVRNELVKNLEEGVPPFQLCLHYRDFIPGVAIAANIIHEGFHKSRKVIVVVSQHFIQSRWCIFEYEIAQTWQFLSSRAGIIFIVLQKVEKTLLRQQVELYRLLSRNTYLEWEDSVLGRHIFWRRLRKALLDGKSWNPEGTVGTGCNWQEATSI
Target sequence (Q99836 whole entry, looked up): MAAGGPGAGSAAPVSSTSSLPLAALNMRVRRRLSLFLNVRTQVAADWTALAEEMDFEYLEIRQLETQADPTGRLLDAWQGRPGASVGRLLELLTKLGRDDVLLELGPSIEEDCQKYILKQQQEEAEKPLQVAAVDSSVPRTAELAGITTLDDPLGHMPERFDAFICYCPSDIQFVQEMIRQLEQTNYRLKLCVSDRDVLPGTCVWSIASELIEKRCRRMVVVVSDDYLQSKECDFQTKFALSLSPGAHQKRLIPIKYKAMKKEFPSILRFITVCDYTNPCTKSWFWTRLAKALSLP
STAT1 inh: STAT1 signaling inhibition; NIH 3T3 STAT1-luciferase reporter, IFN-gamma, luminescence; inhibition, % at 5.5 µM; actives 0.35% (n = 200,000);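 active means inhibition above a set limit, the mean inhibition across all tested compounds plus 3 SD, cut at about 34% in these data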;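 further: 0% = IFN-gamma with DMSO and 100% = IFN-gamma with 300 µM nifuroxazide; values of inactives mirror those of a sister screen read the other way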
Redox H2O2 prof: compounds producing H2O2 with reducing agent – biochemical, NIH compound library profiling, artefact control for MLSCN library redox annotation, primary screen. DTT-dependent redox cycling H2O2, phenol red/HRP absorbance; 100% = 100 µM peroxide control, 0% = buffer. activation, % at 10 µM. actives 0.03% (n = 200,000). AID 878;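 active means activation of at least 50% relative to the plate's high and low controls in the primary single-dose screen; inactive means activation below 50%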;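 further: compound incubated with DTT at 0.8 mM final as the reducing agent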
APP 5'UTR act: APP 5'UTR luciferase reporter activation | SH-SY5Y APP 5'UTR luciferase reporter, luminescence; zero percent = DMSO vehicle wells | activation, % at 2 µM | actives 1% (n = 190,000) | AID 1276;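 active means activation above a set limit, based on mean plus 3 SD of controls, cut at about 140% in these data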; further: values of inactives mirror those of a sister screen read the other way
Efa HMGR inh: blocks class II HMG-CoA reductase of Enterococcus faecalis | inhibition, % at 10 µM | AID 1066 | actives 0.41% (n = 190,000) | purified E. faecalis HMGR, NADPH absorbance 340 nm kinetic;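 active means inhibition above a set limit, the median over all tested compounds plus 3 SD, cut at about 9.5% in these data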;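 further: enzyme runs in reverse so mevalonate oxidation gives rising NADPH absorbance; 0% = complete reaction with DMSO and 100% = background rate lacking mevalonate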
STAT1 activator: increases IFN-gamma driven STAT1 reporter signal; NIH 3T3 STAT1-luciferase reporter, luminescence; 100% = IFN-gamma alone, no compound; activation (% of control), % at 5.5 µM; actives 2.6% (n = 200,000); AID 932;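 active means activation above the screen-wide mean activation plus 3 SD, cut at about 130% in these data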;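 further: raw ratio to IFN-gamma control signal so 100% means no change and 0% no light; values of inactives mirror those of a sister screen read the other way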
STAT3 blocker: reduces IL-6 driven STAT3 reporter signal. U3A cells, IL-6 STAT3-luciferase reporter, luminescence; host cell line lacks STAT1. inhibition, % at 5.5 µM. actives 0.89% (n = 190,000). AID 862;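 active means inhibition above the mean inhibition across all screened compounds plus 3 SD, cut at about 44% in these data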;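 further: 0% = DMSO only wells and 100% = 100 µM nifuroxazide control wells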
NF-kB neuron act: raises NF-kB expression in human neuronal cells. actives 1.6% (n = 190,000). NF-kB reporter expression; hits give high values. fold change at 12.5 µM; in the data active means fold change above about 3.3
STAT3 activator: increases IL-6 driven STAT3 reporter signal; U3A cells, IL-6 STAT3-luciferase reporter, luminescence; 100% = signal with IL-6 EC80 alone; activation (% of control), % at 5.6 µM; actives 0.91% (n = 190,000); AID 871;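 active means activation above the screen-wide mean of compound activation plus 3 SD, cut at about 130% in these data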;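 further: 0% = background luminescence of wells with medium and substrate only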
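Material: STAT3-luciferase reporter U3A cells; Probe or stimulus: IL-6 (33 ng/mL); Incubation: compound pre-incubation 1 h before IL-6, then 6 h stimulation at 37 °C; Technique: luminescence from STAT3-driven luciferase reporter; Evaluation: % activation versus median of IL-6-stimulated wells; Controls: IL-6-only high control.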
* hit, by the source's call; nt = no result given.

SMILES | TLR4-MyD88 BLA | Efa HMGR inh | STAT1 inh | Hsp70 act | Redox H2O2 prof | STAT3 activator | APP 5'UTR act | STAT1 activator | STAT3 blocker | NF-kB neuron act
Cc1noc(/C=C/N(C)C)c1S(=O)(=O)N1CCCC(C(=O)NCc2ccc(F)cc2)C1 (stereo not drawn) | 14.2 | -7.9 | 14.7 | -0.1 | -2.5 | 100.4 | 18.8 | 86.7 | 4.3 | 0.97
CCCn1c(SCC(=O)Nc2nnc(C(C)C)s2)nc2c1c(=O)n(C)c(=O)n2C | -9.7 | -5.6 | -2.1 | -0.4 | -3.3 | 96.3 | 6.2 | 101.9 | 11.8 | 0.98
COc1cc(C(=S)N2CCC(C)CC2)ccc1O | 0.2 | -2.6 | 3.3 | -0.4 | -0.3 | 93.5 | 7.6 | 96.9 | 5.0 | 1.13
CC1CC(CC(C)C(=O)NC(=S)Nc2ccc(S(N)(=O)=O)cc2)C(=O)O1 (stereo not drawn) | 10.2 | -3.0 | -1.1 | -0.1 | -0.6 | 98.2 | 19.0 | 102.7 | 7.1 | 1.25
COc1ccc(CCNC(=O)C(C(=O)c2ccccc2)n2ccccc2=O)cc1OC (stereo not drawn) | 3.1 | 1.7 | 4.8 | 0.2 | 0.1 | 101.6 | 12.9 | 95.6 | -2.4 | 1.17
CN(C)c1ccc(N2C(=O)CC(Sc3ccccc3C(=O)O)C2=O)cc1 (stereo not drawn) | 3.4 | 0.2 | -5.2 | 0.4 | -0.1 | 108.8 | -15.3 | 104.7 | -0.9 | 1.02
O=S(=O)(N/N=C/c1c(F)cccc1Cl)c1ccccc1 | 10.4 | -0.8 | -1.1 | -0.1 | 1.6 | 110.9 | 14.5 | 100.9 | -1.0 | 0.94
Cn1nnnc1SCC(=O)NCc1ccccc1 | -0.5 | -1.4 | -2.1 | -0.2 | 1.4 | 98.4 | 11.3 | 97.7 | 4.1 | 1.04
CN(C=O)CP(=O)(O)CCN1CCCC1=O | 10.5 | nt | 8.6 | -0.2 | 2.1 | 97.5 | 18.2 | 92.1 | 6.6 | nt
Cc1cc(C)cc(-n2cccc2/C=C2/C(=N)N3C(=NC2=O)SN=C3S(C)(=O)=O)c1 | -2.8 | 0.7 | 1.5 | -0.1 | -0.8 | 98.0 | 4.9 | 97.8 | 9.1 | 1.21
CCOc1ccc(OCC)c(NC(=O)C2CCN(S(=O)(=O)c3c(C)noc3C)CC2)c1 | -4.3 | -3.1 | -1.0 | -0.4 | 0.2 | 98.6 | -11.8 | 103.9 | 1.6 | 0.85
N/C(=N\OC(=O)CCCc1ccccc1)c1cccc([N+](=O)[O-])c1 | 6.8 | -5.2 | -1.7 | -0.1 | -0.2 | 84.8 | 22.9 | 101.5 | 21.5 | 1.49
O=C(COc1ccccc1F)c1ccc(O)cc1O | -6.5 | -5.5 | -3.4 | -0.3 | -0.5 | 99.1 | 10.6 | 103.2 | 4.5 | 1.36
CS(=O)(=O)N(CC(=O)N1CCN(c2ccccc2F)CC1)c1cccc(C(F)(F)F)c1 | 3.1 | -0.9 | 3.5 | 0.0 | -0.1 | 95.0 | 1.6 | 96.9 | 6.6 | 0.91
Cc1ccccc1C(=O)c1c[nH]c(C(=O)N2CCN(c3ccccc3F)CC2)c1 | 6.6 | -2.3 | -10.6 | -0.3 | -0.2 | 87.5 | 5.8 | 109.8 | 18.9 | 0.92
O=C(N/N=C/c1ccc(OC(=O)c2ccccc2)cc1)c1ccc(CN2CCOCC2)cc1 | 10.0 | 4.2 | -11.8 | -0.3 | -3.9 | 110.7 | -4.8 | 110.8 | -7.0 | 1.31
CCCCc1ccc(-c2ccc(Br)cc2O)nc1 | -14.8 | -1.6 | -43.0 | 0.0 | 0.1 | 81.9 | 28.7 | 139.9* | 26.2 | 5.51*
CCOC(=O)C1=C(c2ccccc2)N=C2SCC(=O)N2C1c1ccc(OCC)c(OCC)c1 (stereo not drawn) | -0.5 | -2.5 | 4.9 | -0.3 | 0.3 | 110.4 | 5.7 | 93.7 | -12.7 | 1.17
COc1ccc2c(C)cc(=S)[nH]c2c1 | -4.6 | -21.0 | -2.5 | 0.3 | 0.7 | 105.0 | 12.9 | 101.1 | 2.2 | 0.99
NS(=O)(=O)c1ccc(CNC(=O)C2(c3ccc(Cl)cc3)CC2)cc1 | -2.2 | -0.4 | 8.1 | 0.5 | -1.3 | 97.9 | 6.3 | 90.9 | 6.2 | 1

The final 2 records of the section before come first, to join the parts.
SMILES | TLR4-MyD88 BLA | Efa HMGR inh | STAT1 inh | Hsp70 act | Redox H2O2 prof | STAT3 activator | APP 5'UTR act | STAT1 activator | STAT3 blocker | NF-kB neuron act
COc1ccc2c(C)cc(=S)[nH]c2c1 | -4.6 | -21.0 | -2.5 | 0.3 | 0.7 | 105.0 | 12.9 | 101.1 | 2.2 | 0.99
NS(=O)(=O)c1ccc(CNC(=O)C2(c3ccc(Cl)cc3)CC2)cc1 | -2.2 | -0.4 | 8.1 | 0.5 | -1.3 | 97.9 | 6.3 | 90.9 | 6.2 | 1
Nc1ccc2nc(-c3cccs3)[nH]c2c1 | -6.6 | 7.3 | -27.9 | -0.1 | 0.0 | 93.1 | 41.0 | 123.5 | 9.7 | 1.28
COc1ccc(-c2nnc(SCC(=O)Nc3ncc(C(F)(F)F)cc3Cl)n2CC(C)C)cc1 | -7.5 | -2.4 | -0.8 | -0.3 | -0.3 | 98.0 | 5.3 | 100.7 | 2.5 | 0.95
Cc1ccc2nc(Cl)c(CNCc3ccccc3)cc2c1 | 13.9 | -2.9 | -11.0 | -0.2 | 0.4 | 104.9 | 16.6 | 108.6 | -3.4 | 1.32
COc1ccc(N2CCN(c3nc(-c4cccs4)nc4ccccc34)CC2)cc1 | 0.7 | 1.5 | -5.2 | -0.1 | 0.3 | 89.4 | 15.1 | 102.7 | 17.2 | 0.99
COc1ccc(N2C(=O)C3C4C=CC(CC4)C3C2=O)c([N+](=O)[O-])c1 (stereo not drawn) | 2.3 | 0.3 | 1.4 | -0.1 | -4.2 | 91.7 | 16.8 | 98.8 | 15.0 | 1.11
NC(=O)c1ccsc1NC(=O)COC(=O)C1CCCN1C(=O)c1cccs1 (stereo not drawn) | 8.9 | -1.1 | -4.5 | -0.3 | -0.1 | 130.7 | 1.7 | 104.1 | -31.5 | 1.16
COc1ccc(/C=C2\SC(=S)N(C(Cc3ccccc3)C(=O)O)C2=O)cc1 (stereo not drawn) | -19.1 | -1.4 | -2.5 | -0.3 | 0.0 | 104.7 | -9.3 | 102.0 | 0.4 | 1.14
Cc1ccc(NS(=O)(=O)c2ccc(N/N=C/c3ccncc3)c([N+](=O)[O-])c2)c(C)c1 | -17.4 | -7.0 | -10.1 | -0.4 | 0.6 | 99.5 | -12.1 | 109.0 | -1.7 | 1.02
C[C@@H](C(=O)NCC1CC1)[C@@H]1C[C@@]1(C)[C@@H](NC(=O)OCc1ccccc1)c1ccccc1 | -1.1 | -9.3 | 9.5 | -0.1 | 0.3 | 102.2 | 9.8 | 91.4 | -5.6 | 1.03
CCNC(=O)NC(=O)CN(C)c1ccccc1 | -14.0 | -3.1 | 2.2 | 0.3 | -0.4 | 108.8 | -13.3 | 97.8 | -5.2 | 1.35
COc1cccc(OCC(O)CN2CCC(Cc3ccccc3)CC2)c1 (stereo not drawn) | 7.2 | -0.6 | 7.7 | 0.0 | -0.3 | 96.1 | 2.3 | 93.0 | 9.9 | 1
O=C(NCCc1ccc(Cl)cc1)Nc1ccc(F)cc1 | -5.7 | 3.6 | -12.4 | 0.2 | 0.2 | 92.0 | 9.0 | 108.2 | 14.1 | 1.02
Cc1ccc(N=N/C(=C\O)C(=O)c2ccncc2)cc1 | -1.3 | -5.2 | 3.6 | -0.4 | 0.2 | 116.9 | 0.4 | 96.7 | -12.0 | 0.91
Fc1ccc(NCc2nnc(SCc3nnc(-c4ccccc4)o3)n2Cc2ccccc2)cc1 | -10.5 | 0.7 | 8.6 | -0.4 | -0.4 | 90.0 | 2.1 | 92.1 | 15.9 | 0.87
Cc1ccc(S(=O)(=O)Nc2ccc3c(c2)nc2n3CCN(Cc3ccccc3)C2)cc1 | 1.0 | -4.2 | 0.7 | 0.1 | 2.5 | 96.2 | -3.0 | 99.4 | 9.3 | 0.93
Fc1ccccc1NC(=S)N(CCN1CCCCC1)Cc1ccco1 | 1.1 | 1.5 | 2.4 | 0.2 | -1.1 | 84.8 | 14.2 | 97.3 | 20.5 | 1.24
Brc1ccccc1OCCCN1CCOCC1 | -3.7 | -2.7 | -22.1 | 0.1 | 0.9 | 107.8 | -10.8 | 120.2 | -2.7 | 1.39
Cc1ccc(C(c2nnnn2C2CCCC2)N2CCc3ccccc32)cc1 (stereo not drawn) | -15.9 | -3.2 | -0.4 | -0.2 | -0.8 | 113.2 | 11.3 | 100.4 | -15.7 | 1.44
CCOC(=O)c1ccccc1NC(=O)Cn1c(-c2nonc2N)nc2ccccc21 | -9.3 | -5.1 | 1.5 | -0.2 | -0.8 | 136.4* | -93.1 | 97.5 | -35.6 | 2.56
CCOc1cccc(C(=O)Nc2nccs2)c1 | -0.3 | -0.8 | -20.0 | 1.0 | 0.8 | 85.7 | 25.8 | 118.3 | 20.0 | 1.98
Cc1cc(C)n(-c2ncnc3ccccc23)n1 | 4.4 | -0.3 | -3.9 | 0.3 | -0.3 | 100.2 | -3.1 | 102.2 | 4.3 | 1.31
C=CCNCCCCOc1ccccc1 | 1.7 | 0.5 | -4.7 | -0.5 | 0.7 | 100.6 | 25.9 | 104.3 | -5.9 | 0.95
CCN(C(=O)CSc1nnc(Cc2ccccc2F)n1N)C1CCS(=O)(=O)C1 (stereo not drawn) | -4.8 | -3.4 | -2.5 | 0.2 | 0.3 | 100.1 | -3.3 | 102.3 | 4.4 | 0.61
COC(=O)/C(=C1/Oc2cc3c(cc2S1)OCO3)C(F)(F)F | 13.4 | -0.9 | 0.7 | -0.2 | -2.0 | 100.9 | 8.9 | 100.6 | 3.3 | 1.79
CC(C)CN(CC(C)C)S(=O)(=O)N1CCC(C(=O)NCc2ccccn2)CC1 | 1.1 | -1.0 | -3.6 | -0.3 | 2.3 | 101.7 | -10.2 | 103.3 | 1.8 | 1.12
COC(=O)c1cc(=O)n(Cc2ccc3c(c2)OCO3)c(=Nc2ccc(F)c(Cl)c2)s1 | 6.3 | 2.1 | -5.9 | -0.1 | -1.3 | 97.7 | -6.9 | 105.4 | 7.6 | 0.96
O=C(OCc1nnc(-c2ccccc2)o1)C12CC3CC(CC(Br)(C3)C1)C2 | -5.8 | -4.7 | -4.7 | 0.0 | -0.4 | 102.5 | 63.0 | 106.1 | 2.1 | 0.9
CC(=NCc1ccncc1)C1=C(O)c2ccccc2C1=O | 7.8 | -1.3 | -5.2 | -0.2 | 0.2 | 94.9 | nt | 104.8 | 12.6 | 1.43
Cc1ccc(C)n1-c1ccncc1 | 2.1 | -3.1 | -6.5 | 0.0 | 0.0 | 98.5 | 21.4 | 105.9 | 7.6 | 0.99

Hits appear at their usual frequency; about 5.6% have a hit in one of these screens.
